INS promoter inh = inhibitors of insulin promoter-driven GFP, primary screen, imaging, TRM-6 cells (human fetal islet line), eGFP reporter, cell count | reporter expression induced with tamoxifen | inhibition, % at 2 µM | 130,000 tested, 0.9% active | AID 1273, 2008;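 active = inhibition above the mean plus 3 SD, with well images judged a real hit on visual review, cut at about 60% in these data, passing the limit was not always enough; inconclusive = inhibition over the cutoff but images rejected on review; inactive = inhibition not above the cutoff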
SDO1 yeast rescue = growth rescue of sdo1-depleted yeast, primary screen, S. cerevisiae, bone marrow failure model; 140,000 tested, 0.21% active; S. cerevisiae sdo1-depleted JHY4D growth rescue, OD600 30 h; active compounds read high; pdr5 snq2 efflux-pump mutant strain; z-score at 10 µM;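 active = z-score above 3 at both the 24 hr and the 30 hr optical density reads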;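 note: z-score against mean and SD of all compound wells on the same plate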
SDO1 yeast rescue Rescue 24 h = second read-out of SDO1 yeast rescue, no call of its own (marks repeat the call); z-score; S. cerevisiae sdo1-depleted JHY4D growth rescue, OD600; measured here: growth rescue at 24 h;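 0 is the plate mean of compound wells and units are plate SD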
Starred values were filed as active, the others as inactive; ? = inconclusive; · = no result given. Some of the compounds tested; rates above refer to the full screens.

SMILES | INS promoter inh | SDO1 yeast rescue | SDO1 yeast rescue Rescue 24 h
O=S(=O)(NCc1cn2ccsc2n1)c1ccc(Oc2ccccc2)cc1 | -24 | 0.43 | 0.5
CN(CC(=O)NC(=O)NCc1ccccc1)Cc1cccc(Cl)c1Cl | -3 | -0.9 | -0.3
CCOCCCNC(=O)c1c[nH]c2cc(C)ccc2c1=O | -9 | -0.56 | -0.78
Cc1ccc2c(c1)c1c(n2CC(O)CN2C(=O)CNC2=O)C(=O)CCC1 (stereo not given) | · | -0.13 | -0.38
O=C1CC(C(=O)Nc2ccccc2)N=C(N2CCOCC2)N1 (stereo not given) | 6 | 0.18 | -0.52
Cc1ccc(SCC(=O)Nc2ccc(S(N)(=O)=O)cc2)cc1 | 9 | · | ·
COc1ccc(NC(=O)C(NC(=O)c2ccc(=O)[nH]c2)c2ccccc2)cc1 (stereo not given) | -37 | 1 | 0.39
Cc1sc(N)nc1-c1cccs1 | 10 | 0.63 | 0.37
CC(C)OCCCNC(=O)c1cc2c(s1)CS(=O)(=O)C2 | 3 | 0.48 | 0.04
COc1ccc(-n2ncc3c(NCCCN4CCOCC4)ncnc32)cc1 | 14 | 1.1 | 0.24
CCc1sc(N2C(=O)C3C4CCC(C4=C(C)C)C3C2=O)nc1-c1ccccc1 (stereo not given) | -61 | -1.5 | -1.1
Cc1ccc(C)n1N1C(=O)/C(=C\c2ccc(Cl)cc2)SC1=S | 44 | -0.89 | -0.67
Cc1ccc2nc(C)/c(=N\O)c(C)nc2c1 | 49 | -0.26 | -0.67
COc1ccc(NC(=S)Nc2ccc(C)c(S(=O)(=O)N3CCCCC3)c2)cc1 | 19 | -0.26 | -0.32
N/C(=N\OC(=O)c1cc(Br)ccc1Cl)c1ccccn1 | 53 | · | ·

Whole records, quoted from the list.
Cc1ccc(SCC(=O)Nc2ccc(S(N)(=O)=O)cc2)cc1 as listed: INS promoter inh = 9; SDO1 yeast rescue = ·; SDO1 yeast rescue Rescue 24 h = ·
CC(C)OCCCNC(=O)c1cc2c(s1)CS(=O)(=O)C2 as listed: INS promoter inh = 3; SDO1 yeast rescue = 0.48; SDO1 yeast rescue Rescue 24 h = 0.04

Next results follow.
SMILES | INS promoter inh | SDO1 yeast rescue | SDO1 yeast rescue Rescue 24 h
Cc1cccc(-c2noc(CN(C)S(=O)(=O)c3cc(Cl)ccc3Cl)n2)c1 | 27 | -0.43 | 0.39
O=C(NCC1CCCO1)c1ccc(N2CCCCC2)nc1 (stereo not given) | · | 1.5 | 0.47
O=C(c1ccccc1)c1nccc2ccccc12 | 8 | -0.57 | -0.61
CC(=O)Nc1ccc(N2N=C(C)C(N=Nc3ccccc3)C2=O)cc1 (stereo not given) | 14 | -0.48 | 1.3
COc1ccccc1N1CCN(CC(=O)c2c(C)n(C)c3ccccc23)CC1 | -16 | -0.21 | -0.49
CCCCOc1ccccc1/C=N/NC(=O)CC#N | -92 | · | ·
COC(=O)Cc1cc(=O)n(-c2nc3ccccc3[nH]2)[nH]1 | · | 0.66 | 0.65
COC(=O)COc1ccc(-c2nn(C)c(=O)c3ccccc23)cc1 | 10 | 0.96 | 1.2
CC(C)(C)C1CCC(OCC(O)CN2CCN(Cc3ccccc3)CC2)CC1 (stereo not given) | · | -2.4 | -2.2
O=C(Nc1nnc(-c2ccncc2)o1)C1CCCCC1 | · | -0.09 | -0.46
Cc1oc(-c2ccc(Cl)cc2)nc1CN1CCC(C(=O)NCCCN2CCOCC2)CC1 | · | 0.37 | -0.69
CO/N=C(/CS(=O)c1ccc(Br)cc1)c1ccc(OC)cc1 (stereo not given) | -39 | -1.4 | -1.1
Cc1ccc2nc(-c3ccc(N4C(=O)CC(N5CCN(CCO)CC5)C4=O)cc3)sc2c1 (stereo not given) | · | -0.98 | -1
CCOc1cc(Br)ccc1S(=O)(=O)N1CCC(C(N)=O)CC1 | -23 | 1.7 | -0.51
Cc1ccc(-n2c(=O)c3c4c(sc3n3c(C)nnc23)COC(C(C)C)C4)cc1 (stereo not given) | -9 | · | ·
COC(=O)C(Cc1ccccc1)NC(=O)C12CC3CC(CC(C3)C1)C2 (stereo not given) | · | -0.39 | -1
COc1ccc(N(CC(=O)Nc2ccc3c(c2)OCCO3)S(=O)(=O)c2c(C)noc2C)cc1 | · | -1.2 | -1.2
CCCc1cc(=O)n2[nH]c(Cc3ccccc3)nc2n1 | 44 | 0.67 | 0.96
CC(c1ccc(F)cc1)n1cc(C(=O)NCc2ccccn2)nn1 (stereo not given) | -8 | · | ·
COc1ccc(O/C(=N\S(=O)(=O)c2ccccc2)c2ccccc2)cc1 | -39 | 0.53 | -0.38
CCOc1ccccc1NC(=O)c1ccc(F)c(S(=O)(=O)N2CCC3(CC2)OCCO3)c1 | 0 | -1.7 | -1.3
O=C(CSc1nccn1-c1ncc(C(F)(F)F)cc1Cl)c1ccc(Cl)cc1 | 42 | -0.97 | -0.97
Cc1noc(NS(=O)(=O)c2ccc(NC(=O)C34CC5CC(C3)CC(n3cnc(Cl)n3)(C5)C4)cc2)c1C | 33 | 1.9 | 2.1
COC(=O)c1ccc2c(=O)n(Cc3ccco3)c(SCC(=O)Nc3ccccc3Cl)nc2c1 | · | -1.1 | 0.04
Cc1cc(Br)ccc1SCC(=O)OCC(=O)NCc1ccc2c(c1)OCO2 | · | 0.12 | -0.34
Cc1ccc(NC(=O)CN(C)S(=O)(=O)c2ccc(Br)s2)cc1F | 50 | -1.4 | -0.63
CCOC(=O)Nc1ccc2c(COC(=O)CNS(=O)(=O)c3ccc(NC(C)=O)cc3)cc(=O)oc2c1 | 29 | · | ·
CCn1nnnc1SCC(=O)c1ccc2c(c1)OCCO2 | -19 | 10* | 4.8*
COC(=O)[C@H](CCSC)NC(=O)NCCc1ccc(F)cc1 | 39 | 0.03 | -0.12
O=C(COc1ccc(/C=N/NC(=O)C(=O)N2CCCCC2)cc1)Nc1ccccc1Cl | 19 | · | ·
O=C(NNc1ccccc1)C(=O)NNS(=O)(=O)c1ccc([N+](=O)[O-])cc1 | 25 | · | ·
NC(=O)c1ccc(NC(=O)c2ccccc2S(=O)(=O)c2ccccc2[N+](=O)[O-])cc1 | 0 | 0.45 | -0.47
Cc1c(-c2nnc(-c3ccc(C(F)(F)F)cc3)o2)cnn1-c1ccccc1 | -5 | -0.98 | -0.75
Cc1cn(-c2ccc(Br)cc2)[nH]c1=O | -4 | 0.37 | 0.25
N#CCCN(C(=O)c1ccco1)c1ccccc1 | 5 | 1.2 | 1.3
CSc1ccccc1NC(=O)COC(=O)c1ccccc1O | 0 | · | ·
COc1ccc(N(CC(=O)N/N=C(\C)c2cccs2)S(=O)(=O)c2ccccc2)cc1Cl | -9 | · | ·
CCCCCCCCOC(=O)CCn1[nH]c(=O)c2ccccc2c1=O | 0 | -0.25 | -0.54
Cc1cc(C(F)(F)F)nn1-c1nc(-c2ccco2)cc(C(F)(F)F)n1 | · | -0.04 | 0.04
CCOc1ccccc1NC(=O)CN(C)S(=O)(=O)c1cccc2nsnc12 | -24 | 0.11 | 0.05
Fc1ccc(C(c2nnnn2Cc2cccs2)N2CCN(C3CCCCC3)CC2)cc1 (stereo not given) | · | 0.6 | 0.84
O=C(Nc1ccccc1Cl)O/N=C/c1ccncc1 | 10 | · | ·
O=C(NNC(=O)C1CCN(S(=O)(=O)c2ccc(Cl)cc2)CC1)c1ccc(Cl)cc1 | -25 | -0.53 | -0.47
Cc1ccccc1C1C(C#N)=C2NC(=O)c3c(sc4c3CCCCC4)N2C2=C1C(=O)CC(C)(C)C2 (stereo not given) | · | -0.45 | -0.64
Cc1ccc(NS(=O)(=O)c2ccc(C)c(C(=O)N3CCN(C)CC3)c2)cc1 | · | 0 | -0.2
O=C(NCc1ccco1)C12CC3CC(CC(C3)C1)C2 | 12 | 0.54 | 0.32
Cn1c(SCC(=O)N2CCOCC2)nc2sc3c(c2c1=O)CCCC3 | 21 | -1.4 | -1.9
CN(C)c1ccc(-c2nnn(CC(=O)Nc3ccccc3N3CCOCC3)n2)cc1 | · | 0.01 | 0.35
Cc1ccc(NC(=O)C2(c3ccccc3)CCOCC2)c([N+](=O)[O-])c1 | -10 | 0.58 | -0.32
Cc1cc(NC(=O)CCC(=O)N(c2cccc(F)c2)C(C(=O)NC2CCCC2)c2ccncc2)no1 (stereo not given) | -3 | -0.25 | -1.8
CC(=O)Nc1ccccc1OCCOc1ccc(Br)cc1 | -50 | · | ·
COC(=O)c1nc(NC(=O)c2ccc(F)cc2)n[nH]1 | 29 | · | ·
CCOc1ccc(C(=O)c2nc3c(n2O)CCCCC3)cc1 | -125 | 0.85 | -0.16
CC1CCN(C2=C(NS(=O)(=O)c3ccc(Cl)cc3)C(=O)c3ccccc3C2=O)CC1 | 0 | -0.56 | -0.54
CC(Nc1cc(N2CCNCC2)ccc1[N+](=O)[O-])c1ccccc1 (stereo not given) | -16 | 0.96 | 0.94
CC(C)C1C(C#N)=C(N)Oc2n[nH]c(-c3ccc4ccccc4c3)c21 (stereo not given) | -10 | -1.2 | -1
COc1ccc(CCN(C)C(=O)CSc2nccn2C)cc1OC | -11 | 1.1 | 0.75
CS(=O)(=O)NCC(c1ccco1)N1CCN(c2ccc(F)cc2)CC1 (stereo not given) | · | 0.26 | -0.38
COC(=O)c1ccccc1NC(=O)Cn1c(-c2nonc2N)nc2ccccc21 | -205 | -0.21 | 0.84
FC(F)(F)c1cccc(NC(=S)NCC2COc3ccccc3O2)c1 (stereo not given) | -3 | -1.5 | -0.2

Reformatted as labelled records: part of the list above
Cc1ccc(NC(=O)C2(c3ccccc3)CCOCC2)c([N+](=O)[O-])c1
- INS promoter inh: -10
- SDO1 yeast rescue: 0.58
- SDO1 yeast rescue Rescue 24 h: -0.32

CC1CCN(C2=C(NS(=O)(=O)c3ccc(Cl)cc3)C(=O)c3ccccc3C2=O)CC1
- INS promoter inh: 0
- SDO1 yeast rescue: -0.56
- SDO1 yeast rescue Rescue 24 h: -0.54

COc1ccc(CCN(C)C(=O)CSc2nccn2C)cc1OC
- INS promoter inh: -11
- SDO1 yeast rescue: 1.1
- SDO1 yeast rescue Rescue 24 h: 0.75

CS(=O)(=O)NCC(c1ccco1)N1CCN(c2ccc(F)cc2)CC1 (stereo not given)
- INS promoter inh: ·
- SDO1 yeast rescue: 0.26
- SDO1 yeast rescue Rescue 24 h: -0.38

(list continues)
SMILES | INS promoter inh | SDO1 yeast rescue | SDO1 yeast rescue Rescue 24 h
Cc1ccccc1NC(=O)Cn1cnc2c(oc3ccccc32)c1=O | 25 | 0.89 | 0.66
COc1cccc(OC)c1C(=O)N1CCN(S(=O)(=O)c2ccc(C)cc2)CC1 | -7 | 0.15 | -0.42
O=C(Nc1cccs1)NC1CCCC1 | · | -0.3 | -1.3
NS(=O)(=O)c1ccc(CCNC(=O)CNC(=O)C2CCCCC2)cc1 | · | 0.71 | 0.84
Cc1ccc(-c2nc(C#N)c(NCCc3ccccn3)o2)cc1 | · | -0.78 | -0.66
CCOc1cccc(/C=N/NC(=O)CC2C(=O)NN=C2C)c1O (stereo not given) | 22 | · | ·
CCCC1(c2ccccc2)NC(=O)N(CCN2C(=O)c3ccccc3C2=O)C1=O (stereo not given) | -21 | 1.1 | 0.33
CN1CCN(c2ccc([N+](=O)[O-])c(Sc3nc4ccccc4[nH]3)c2)CC1 | -28 | 0.75 | 1.1
C=CCSc1nnc(NC(=O)CSc2nc3ccccc3[nH]2)s1 | · | 1 | 0.54
Cc1cc(OCC(O)CN2CCN(C)CC2)ccc1C(C)C (stereo not given) | · | 0.85 | -0.21
O=C(NCc1nnc(SCC(=O)N2CCC(Cc3ccccc3)CC2)o1)c1ccccc1F | · | -0.89 | -0.95
Cc1ccc(CSCCNC(=O)CCSc2ccccc2)cc1 | -17 | 0.21 | 1.1
O=C(Nc1cccc(-c2cn3ccccc3n2)c1)c1cccs1 | 21 | 1.7 | 0.79
CS(=O)(=O)N(CC(=O)Nc1ccccc1Sc1ccccc1)c1cccc(Br)c1 | -43 | -0.84 | -0.23
O=C(Cn1nc(Cl)nc1Cl)c1ccc2c(c1)OCCO2 | · | -1.3 | 0.95
Cn1c(N2CCOCC2)nc(-c2ccccc2)c1-c1ccccc1 | · | -1.4 | 2.5
O=C(CC1C(=O)NCCN1Cc1ccc(-c2ccccc2)cc1)NCc1ccncc1 (stereo not given) | 0 | · | ·
Cc1ccc(OCCN(C)C)c([N+](=O)[O-])c1 | ? | 1 | -0.25
Cc1ccc(NC(=O)Cc2noc3ccccc23)cc1 | 31 | 0.02 | 0.53
COC(=O)c1sccc1NC(=O)CSc1cccc(Cl)c1Cl | 9 | -0.51 | -0.16
Cc1ccccc1CNS(=O)(=O)c1ccc2c(c1)OCCO2 | -50 | -0.51 | 0.45
CCC1=NN(C(=O)c2ccc(C)cc2)C(O)(c2ccc(Br)cc2)C1 (stereo not given) | -106 | -0.82 | -0.86
CC(=O)Oc1ccc(C(=O)Nc2cccc(C(=O)c3cccc(NC(=O)c4ccc(OC(C)=O)cc4)c3)c2)cc1 | · | -1.2 | -1.2
